Source: PubChem BioAssay (Southern Research Specialized Biocontainment Screening Center)
inhibitors of VEEV – inhibitors of VEEV TC-83 cytopathic effect, confirmation, Vero cells (AID 588727) | Vero cells, VEEV TC-83 cytopathic effect inhibition; higher % means a stronger effect | inhibition, % at 20 µM; hits with a dose series show IC50 in µM | hit rate 0.13% among 350,000; in the data active means a potency from the dose series; inconclusive means inhibition mostly from about 14% at the one dose, without a potency; inactive means the rest, 99 in 100 with inhibition below about 12%; further: strong numbers were not always called active
Salmonella PhoP GFP – PhoP regulon inhibitors, Salmonella typhi PhoP promoter GFP reporter, confirmatory (AID 1850); hit rate 0.33% among 310,000; Salmonella Typhi PhoP-promoter GFP reporter, fluorescence, 4 h; higher % means a stronger effect; inhibition, % at 50 µM; hits with a dose series show IC50 in µM; in the data active means a potency from the dose series; inconclusive means inhibition mostly from about 25% at the one dose, without a potency; inactive means the rest, 99 in 100 with inhibition below about 19%;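 further: 0% = induced wells with vehicle and 100% = uninduced wells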
M. tuberculosis HTS – M. tuberculosis growth inhibition, HTS (AID 449762); M. tuberculosis H37Rv growth inhibition, 7H9 media; higher % means a stronger effect; inhibition, % at 25 µM, or IC50 in µM where a hit was titrated; hit rate 0.59% among 330,000; in the data active means a potency from the dose series; inconclusive means inhibition above about 70% without an active follow-up result;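 further: bacterial growth assessed after seven days of incubation; strong numbers were not always called active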
influenza NS1A – H1N1 influenza NS1A inhibitors, functional cell based assay (AID 504329). NS1A functional cell-based assay, percent inhibition; higher % means a stronger effect. inhibition, % at 12.5 µM, or IC50 in µM where a hit was titrated. hit rate 0.3% among 340,000; in the data active means a potency from the dose series; inconclusive means inhibition above about 27% without an active follow-up result; further: strong numbers were not always called active
tuberculosis growth – growth inhibition of non-replicating M. tuberculosis (AID 488890); Mycobacterium tuberculosis non-replicating, growth inhibition; higher % means a stronger effect; one-dose inhibition, % at 25 µM; IC50 in µM for titrated hits; hit rate 0.39% among 320,000; in the data active means a potency from the dose series; inconclusive means inhibition mostly from about 82% at the one dose, without a potency; inactive means the rest, 99 in 100 with inhibition below about 76%;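 further: plate controls were DMSO cells for no effect and high antibiotic wells for full effect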
inhibitors of VEEV 10K pilot screen – recorded beside inhibitors of VEEV, whose call it bears; inhibition, %; measured here: 10K pilot screen inhibition
An asterisk follows results filed as active; i = inactive; ? = inconclusive; · = no result given.

Sample of the layout, eleven compounds:
SMILES	inhibitors of VEEV	Salmonella PhoP GFP	M. tuberculosis HTS	influenza NS1A	tuberculosis growth	others
COc1ccc(/C=N/c2oc(C)c(C)c2C#N)c(OC)c1	0.3%	-11%	-6%	10%	-18%	inhibitors of VEEV 10K pilot screen=0.7
Cc1ccc(S(=O)(=O)N(C)C)cc1N	0.4%	2%	-6%	-15%	-10%
CC(C)(C)OC(=O)N1CC=C2C(C#N)=C(N)C(C#N)(C#N)C(c3cccs3)C2C1 (configuration not stated)	5.1%	-3%	-2%	4%	23%
CCCn1c(SCC(=O)Nc2ccc(F)c(Cl)c2)nc(O)cc1=O	2.4%	·	7%	1%	33%
Nc1ncnc2c1ncn2-c1ccccc1Cl	0.1%	·	·	-10%	·
COC(=O)c1cn(NC(=O)CCC2CCCC2)c(=O)c2ccccc12	7.2%	-2%	-6%	0%	29%
CC1(C)Cc2nc3oc4c(=O)n(CC(=O)Nc5ccccc5)cnc4c3cc2CO1	2.7%	-7%	8%	-4%	15%
CCC(C)[C@@H](CN)NCC1(c2ccccc2)CC1 (some centres not stated)	0.2%	·	-10%	-15%	13%
CCN1CCN(CCCNC(=O)c2ccc3c(=O)n(CCc4ccccc4)c(=O)[nH]c3c2)CC1	2.4%	-1%	-1%	-7%	1%
c1ccc(C2[C@H]3CN(Cc4cccnc4)[C@H](c4ccccc4)C34CC2(c2cccnc2)C4)cc1 (some centres not stated)	3.9%	-9%	?	12%	26%	inhibitors of VEEV 10K pilot screen=1.4
Cc1ccc(C)c(-c2nn(-c3cc(N4CCN(CCO)CC4)ccc3[N+](=O)[O-])c(=O)c3ccccc23)c1	i	8%	13µM*	27%	57%

The whole of this part, repeating the preview:
SMILES	inhibitors of VEEV	Salmonella PhoP GFP	M. tuberculosis HTS	influenza NS1A	tuberculosis growth	others
COc1ccc(/C=N/c2oc(C)c(C)c2C#N)c(OC)c1	0.3%	-11%	-6%	10%	-18%	inhibitors of VEEV 10K pilot screen=0.7
Cc1ccc(S(=O)(=O)N(C)C)cc1N	0.4%	2%	-6%	-15%	-10%
CC(C)(C)OC(=O)N1CC=C2C(C#N)=C(N)C(C#N)(C#N)C(c3cccs3)C2C1 (configuration not stated)	5.1%	-3%	-2%	4%	23%
CCCn1c(SCC(=O)Nc2ccc(F)c(Cl)c2)nc(O)cc1=O	2.4%	·	7%	1%	33%
Nc1ncnc2c1ncn2-c1ccccc1Cl	0.1%	·	·	-10%	·
COC(=O)c1cn(NC(=O)CCC2CCCC2)c(=O)c2ccccc12	7.2%	-2%	-6%	0%	29%
CC1(C)Cc2nc3oc4c(=O)n(CC(=O)Nc5ccccc5)cnc4c3cc2CO1	2.7%	-7%	8%	-4%	15%
CCC(C)[C@@H](CN)NCC1(c2ccccc2)CC1 (some centres not stated)	0.2%	·	-10%	-15%	13%
CCN1CCN(CCCNC(=O)c2ccc3c(=O)n(CCc4ccccc4)c(=O)[nH]c3c2)CC1	2.4%	-1%	-1%	-7%	1%
c1ccc(C2[C@H]3CN(Cc4cccnc4)[C@H](c4ccccc4)C34CC2(c2cccnc2)C4)cc1 (some centres not stated)	3.9%	-9%	?	12%	26%	inhibitors of VEEV 10K pilot screen=1.4
Cc1ccc(C)c(-c2nn(-c3cc(N4CCN(CCO)CC4)ccc3[N+](=O)[O-])c(=O)c3ccccc23)c1	i	8%	13µM*	27%	57%
O=C(O)c1nn(CC(=O)N2CCN(c3ccccc3)CC2)c(=O)c2ccccc12	0.3%	5%	-6%	-5%	-2%
O=C(c1ccco1)N1CCN(Cc2cn[nH]c2-c2ccc(F)cc2F)CC1	1.5%	0%	13%	4%	13%
CC(C)C(=O)Nc1ccc(COc2ccccc2CN(Cc2ccccc2)C(=O)OC(C)(C)C)cc1	1.8%	·	·	6%	·
CCOc1ccccc1C(=O)NC(C)c1ccc2c(c1)OCO2 (configuration not stated)	1.6%	8%	-3%	-8%	29%
Cc1c(Cc2ccccc2)c(=O)oc2c(C)c(OCC(=O)Nc3ccc(C#N)cc3)ccc12	1.4%	9%	3%	-9%	-2%
CCc1ccc(NC(=S)NC(=O)CC(C)C)cc1	i	0%	44%	0%	?
CCOC(=O)C1CCN(C(=O)COC(=O)c2cc(-c3cccs3)nn2-c2ccccc2)CC1	3.1%	11%	?	-8%	60%
COC(=O)CC(NC(=O)Nc1ccccc1F)c1ccc2c(c1)OCO2 (configuration not stated)	0.4%	-1%	6%	-6%	3%
COc1ccc(C2=CC(c3ccc(OC)c(OC)c3)NC(=S)N2)cc1 (configuration not stated)	0.7%	-6%	47%	9%	31%
CCc1ccc(NC(=O)CN2CC(c3ccccc3)CC2=O)cc1 (configuration not stated)	6.0%	12%	4%	-2%	7%
NC(=O)N(N)c1nc(N2CCCC2)nc(N2CCCC2)n1	3.6%	·	-3%	-4%	-6%
COc1ccc(CCNCc2ccc(-c3ccccc3)cc2)cc1OC	2.8%	·	·	9%	·
CC(c1ccccc1)n1cncc1C(=O)O (configuration not stated)	0.3%	-3%	-5%	1%	1%
COC(=O)C1N[C@@H]([C@@H](NC(=O)COc2ccccc2)C(=O)NCc2ccc(OC)cc2)SC1(C)C (some centres not stated)	12%	2%	4%	-16%	0%
CCOC(=O)C1=C(C)OC(N)=C(C#N)C1c1cncc(-c2ccc(F)cc2)c1 (configuration not stated)	1.7%	3%	-2%	2%	33%
Cc1c(C(=O)N2CCOCC2)sc2ncn(CC(=O)N3CCC(C)CC3)c(=O)c12	i	1%	-7%	0%	-25%
O=C(CCc1ccccc1)NCCSCc1c(F)cccc1Cl	0.0%	-8%	-3%	6%	66%
Cc1cc(NC(=O)C2CC(=O)N(c3cccc(Cl)c3)C2)no1 (configuration not stated)	1.1%	0%	6%	2%	38%
O=C(CSc1nccc(-c2cccs2)n1)Nc1ccc(Cl)cc1	1.1%	4%	4%	-18%	6%
CC1CCCCC1N1CN=C(Nc2nc3ccccc3s2)NC1 (configuration not stated)	i	-7%	-11%	-3%	2%
C/C=C(/C)C(=O)O[C@@H]1[C@H](OC(=O)C=C(C)C)c2c(ccc3ccc(=O)oc23)OC1(C)C	i	0%	-3%	4%	-18%
O=C(NC1CCCCC1)C(=S)N1CCOCC1	0.7%	-7%	1%	-2%	4%
CCCCNC(=O)c1cc([N+](=O)[O-])[nH]n1	0.6%	6%	4%	-3%	6%
CC(Oc1ccccc1)C(=O)N1CCN=C1SCc1ccccc1 (configuration not stated)	5.6%	-9%	17%	-1%	-5%
Cc1ccc2c(c1)-n1c(nc3cc(Cl)ccc3c1=O)C(CC(C)C)NC2=O (configuration not stated)	·	·	3%	·	11%
O=C(CN1CCCCC1)NC1CCc2cc3c(cc21)CCC3 (configuration not stated)	i	14%	-3%	-10%	41%
COc1ccc(NC(=O)CSCC(=O)N2CCN(C(=O)c3ccco3)CC2)cc1	0.3%	·	-9%	-11%	0%
COc1ccc2sc(NC(=O)CC(C)C)nc2c1	4.9%	-8%	12%	0%	26%
CCOc1ccccc1NC(=O)C(NCC1CCCCC1)c1ccccc1 (configuration not stated)	2.8%	10%	7%	-7%	13%
O=C(CN1C(=O)c2cccc3cccc(c23)C1=O)NCCCO	1.1%	1%	-4%	-2%	-5%
CCOC(=O)N1CCN(S(=O)(=O)c2ccc(F)c(C(=O)Nc3cccc(Cl)c3C)c2)CC1	i	-10%	-3%	0%	-7%
O=C(c1cc(-c2ccc(O)cc2)on1)N1CCCCCC1	1.8%	-22%	13%	-7%	18%
O=C(CCC1CCCCC1=O)c1ccccc1 (configuration not stated)	2.3%	-3%	-6%	-34%	74%
COc1cc(/C=N/NC(=O)c2cc3ccccc3cc2O)ccc1OCCN1CCCCC1	8.1%	-4%	9%	14%	60%
CCN(C(=O)CSc1nnc(C)c(=O)[nH]1)c1cccc2ccccc12	i	·	-6%	-4%	-1%
COc1ccccc1N(CC(=O)Nc1ccc(Cc2ccncc2)cc1)S(=O)(=O)c1ccccc1	7.7%	-10%	9%	4%	25%
CN(C)S(=O)(=O)c1ccc(C(=O)OCC(=O)c2ccc3c(c2)NC(=O)CO3)cc1	0.3%	0%	7%	-7%	-5%
O=C(Nc1ccc2ncccc2c1)c1cccc(Br)c1	8.2%	-4%	4%	-3%	45%
O=C1C(Cc2ccc3[nH]ccc3c2)NC(=S)N1c1ccccc1 (configuration not stated)	2.0%	1%	7%	-16%	-1%
Cc1ccccc1C(=O)NN1C(=O)CSC1=S	0.3%	-30%	2%	13%	7%
COc1ccc2oc(=O)c(C(=O)C[n+]3cccc(C)c3)cc2c1	1.6%	0%	3%	-15%	-14%
COc1ccc(-c2nnn(CC(=O)N(CC(=O)NC3CCCC3)c3ccccc3)n2)cc1OC	1.0%	2%	4%	-3%	4%
CNC(=S)NCCc1ccc(OC)c(OC)c1	0.5%	-8%	-8%	0%	-12%
CC(C)OC(=O)c1ccc(NCc2cc(O)ccc2O)cc1	7.6%	·	·	1%	·
CCc1sc(C(=O)N2CCN(CC(=O)Nc3cccc(F)c3)CC2)cc1C	6.4%	·	-5%	-2%	35%
COc1cccc(C2=NCCc3cc4c(cc32)OCO4)c1OC	i	-5%	-6%	3%	-6%
Cn1c(C(=O)NCCCN2CCCC2=O)cc2c(=O)n(C)c3ccccc3c21	2.5%	0%	-8%	-6%	5%
COc1cccc(N2CCN(C(=O)c3cc(C)oc3C)CC2)c1	5.5%	·	3%	-5%	4%
O=C1Nc2ccc(S(=O)(=O)NCc3ccccn3)c3cccc1c23	1.2%	-6%	·	-1%	·
The list goes on:
SMILES	inhibitors of VEEV	Salmonella PhoP GFP	M. tuberculosis HTS	influenza NS1A	tuberculosis growth	others
Cc1cc2nc(C3CCN(C(=S)NCCCOC(C)C)CC3)[nH]c2cc1C	1.6%	6%	4%	-18%	5%
Cc1ccccc1Nc1nc(N)nc(CSc2nnc(-c3ccccc3)n2C)n1	0.5%	0%	-7%	-4%	-11%
O=C(CCCC(=O)N(CC(=O)NC1CCCC1)Cc1ccc2c(c1)OCO2)Nc1ccccn1	1.5%	-4%	0%	-16%	3%
COc1cccc(C2CC(c3ccc(C)cc3)n3ncnc3N2)c1 (configuration not stated)	i	-14%	-10%	-7%	11%
COC(=O)C1=C(c2cccc(OC)c2OC)C[C@@H]2CC[C@H]1N2C(=O)NCC1CC1	0.3%	5%	0%	-3%	-8%
[O-][n+]1c2c(nn1-c1ccccc1Cl)-c1nonc1CC2	i	3%	-3%	7%	-6%
Cc1cc(C)cc(C(=O)NCCn2cc(SCC(=O)N3CCOCC3)c3ccccc32)c1	11%	1%	-10%	-2%	13%
O=C(O)c1cc(S(=O)(=O)N2CCN(C(=O)c3ccco3)CC2)c(Cl)cc1Cl	i	-9%	-2%	3%	-15%
CC1(C)CNC(=O)CC(C)(C)N1	i	13%	-3%	8%	-1%
O=C(N/N=C/c1ccc(OCc2ccc(F)cc2)cc1)c1ccccc1	i	-18%	6%	-9%	16%
CCC(C)c1ccccc1OCCn1ccnc1 (configuration not stated)	2.8%	1%	8%	-3%	?
Cc1cc(C)c(S(=O)(=O)N2CCN(C(=O)N(C)C)CC2)c(C)c1	0.5%	14%	-2%	·	-5%
S=C(Nc1ccc2c(c1)OCCO2)Nc1ccc2c(c1)OCO2	1.5%	5%	4%	-3%	78%
COc1cc(OC)cc(C(=O)Nc2ccccc2C(=O)NCc2cccnc2)c1	2.4%	10%	6%	3%	0%
CNC(=S)N1C2CCC1CC(NC(=O)NC13CC4CC(CC(C4)C1)C3)C2 (configuration not stated)	0.7%	5%	-7%	2%	23%
O=C(COc1ccc(S(=O)(=O)N2CCCC2)cc1)NCCC1=CCCCC1	i	-25%	-12%	-1%	29%
O=C(C[n+]1ccccc1)N/N=C/c1ccco1	2.9%	4%	-2%	·	-7%
O=c1[nH]c(SCc2ccccc2)nnc1-c1ccccc1	3.4%	5%	-4%	5%	63%
CC(Sc1nnc(C2CC2)n1C1CC1)C(=O)N(C)Cc1cccc(F)c1 (configuration not stated)	i	·	0%	-1%	10%
CC(=O)Nc1ccc(S(=O)(=O)N=S(C)C)cc1	0.8%	-9%	-3%	0%	-7%
CCCc1[nH]nc2c1C1(C(=O)N(CC)c3ccccc31)C(C#N)=C(N)O2 (configuration not stated)	0.9%	-4%	-7%	17%	19%
C=CCn1c(C)cc(C(=O)CSc2ccc(NC(C)=O)cc2)c1C	5.8%	3%	-7%	4%	-15%
CCn1c(N)c(C(=O)NCCCOC)sc1=S	i	-10%	1%	8%	20%
CCc1ccccc1NS(=O)(=O)c1ccc(SC)cc1	0.8%	-11%	-5%	-14%	9%
COc1ccc(N(C)S(=O)(=O)c2cccc(C(=O)NC3CCCCCC3)c2)cc1	4.9%	-6%	-7%	-3%	17%
